TRHR agonist – qHTS for Small Molecule Agonists and Allosteric Enhancers of Human TRH Receptor: Primary Screen for Agonists | Thyrotropin-releasing hormone receptor (Homo sapiens), P34981 | TRHR cells, calcium flux fluo-8, FDSS agonist mode | activation, % at 2 µM | 0.18% of 360,000 active | AID 493084, 2011; in the data active = activation above about 30%; also: 0% is about no effect
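Steps: seed TRHR cells overnight; add fluo-8 no-wash Ca dye, RT 30 min–1.5 h; record 10 s baseline; pin-transfer compounds; monitor fluorescence 1 cycle/s for the agonist window. Calcium increases flag candidate agonists.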
TRHR enhancer – qHTS for Small Molecule Agonists and Allosteric Enhancers of Human TRH Receptor: Primary Screen for Enhancers. 0.66% of 360,000 active. TRHR cells, fluo-8 calcium fluorescence, EC20 TRH enhancement. Thyrotropin-releasing hormone receptor (Homo sapiens), P34981. enhancement, % at 2 µM; in the data active = enhancement above about 30%; also: 0% is about no effect
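TRHR-expressing cells loaded with fluo-8 calcium dye were read kinetically (ex 480/em 530) during compound addition, then stimulated with an EC20 of TRH (10 nM final). Enhancement of the Gq-mediated intracellular calcium response was scored.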
TrxR1 substrate – qHTS Assay for Substrates of Mammalian Selenoprotein Thioredoxin Reductase 1 (TrxR1): qHTS | 0.01% of 390,000 active | purified TrxR1 substrate turnover, NADPH consumption readout | Potency, µM (doses to about 114 µM), inactives show at the top dose activity change, negative = substrate turnover | Thioredoxin reductase 1, cytoplasmic (Rattus norvegicus), O89049; also: potency is read from the fitted curve at half-maximal effect; % is scaled to controls: 0 for no effect and ±100 for the full control effect; nearly all actives have a fitted effect of over 50% in size
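Rat TrxR1, dispensed at 90 nM, was prereduced with 400 uM NADPH (final) for 5 min at ~22 deg C, then incubated with compound 15 min before 400 uM selenite. A first-read NADPH fluorescence drop versus no-compound background flagged substrates.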
D2 ag – HTS Assay for Allosteric Agonists of the Human D2 Dopamine Receptor: Primary Screen for Agonists. HEK293 T-REx D2 cells, calcium flux agonist mode. activation, % at 2 µM. 0.53% of 340,000 active. AID 485358, 2010;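 active = activation over 3 SD above normal in the single-dose calcium agonist read, cut at about 30% in these data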; also: 0% is about no effect
Target sequence (P14416 whole entry, looked up): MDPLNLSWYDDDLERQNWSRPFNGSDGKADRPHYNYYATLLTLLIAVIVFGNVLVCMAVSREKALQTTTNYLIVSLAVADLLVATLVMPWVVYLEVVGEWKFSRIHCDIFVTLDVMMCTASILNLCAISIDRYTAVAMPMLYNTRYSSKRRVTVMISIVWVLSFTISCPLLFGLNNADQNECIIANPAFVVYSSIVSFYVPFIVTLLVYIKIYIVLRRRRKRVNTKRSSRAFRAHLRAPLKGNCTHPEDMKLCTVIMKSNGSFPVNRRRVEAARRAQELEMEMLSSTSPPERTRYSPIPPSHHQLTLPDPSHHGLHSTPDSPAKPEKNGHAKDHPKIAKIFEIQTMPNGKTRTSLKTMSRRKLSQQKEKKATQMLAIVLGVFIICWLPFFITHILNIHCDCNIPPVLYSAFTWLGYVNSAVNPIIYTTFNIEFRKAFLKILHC
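Agonism scored from kinetic calcium signal (1 read/sec, 180 s) following compound pin transfer, after a 10 s baseline. Cells: HEK293 Trex line expressing inducible D2 receptor coupled to calcium, dye-loaded after overnight culture at 30 C.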
IDH1 R132H inh – qHTS for Inhibitors of mutant isocitrate dehydrogenase 1 (IDH1): qHTS; Isocitrate dehydrogenase [NADP] cytoplasmic (Homo sapiens), O75874; IDH1-R132H enzyme, NADPH consumption, diaphorase/resazurin fluorescence; Potency, µM (doses to about 76.6 µM), without a hit: at the top dose activity change, negative = inhibition, hits mostly inhibitors; 0.093% of 390,000 active; AID 602179, 2012; also: potency is read from the fitted curve at half-maximal effect; % is scaled to controls: 0 for no effect and ±100 for the full control effect; nearly all actives have a fitted effect of over 65% in size
Target sequence (O75874 whole entry R132H, stated change not applied): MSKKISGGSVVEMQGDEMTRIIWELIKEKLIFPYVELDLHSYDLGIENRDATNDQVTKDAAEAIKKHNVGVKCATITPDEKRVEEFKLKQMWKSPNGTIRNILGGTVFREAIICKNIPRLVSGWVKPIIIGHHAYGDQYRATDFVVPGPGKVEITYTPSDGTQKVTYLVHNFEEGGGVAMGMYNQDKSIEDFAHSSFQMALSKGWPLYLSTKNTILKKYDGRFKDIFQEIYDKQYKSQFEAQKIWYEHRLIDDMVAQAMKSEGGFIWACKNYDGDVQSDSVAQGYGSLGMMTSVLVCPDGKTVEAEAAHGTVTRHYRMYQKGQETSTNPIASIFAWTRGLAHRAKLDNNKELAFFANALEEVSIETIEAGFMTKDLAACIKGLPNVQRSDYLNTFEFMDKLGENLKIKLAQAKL
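IDH1-R132H (0.5 ug/mL) preincubated 30 min with compound, then NADPH (0.016 mM) and alpha-KG (2 mM) added; 80 min at RT, pH 7.5. Remaining NADPH coupled via diaphorase/resazurin to fluorescence (540/590 nm); concentration-response curves normalized to no-enzyme control.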
TrxR1 inh – qHTS Assay for Inhibitors of Mammalian Selenoprotein Thioredoxin Reductase 1 (TrxR1): qHTS; Thioredoxin reductase 1, cytoplasmic (Rattus norvegicus), O89049; 1% of 390,000 active; Potency, µM (highest dose often 114 µM), for the others: at the top dose activity change, negative = inhibition, hits mostly inhibitors; recombinant rTrxR1, NADPH fluorescence consumption, selenite substrate; also: potency is read from the fitted curve at half-maximal effect; % is scaled to controls: 0 for no effect and ±100 for the full control effect; nearly all actives have a fitted effect of over 65% in size
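Rat TrxR1 (90 nM in the dispensed reagent) was pre-reduced with 400 uM NADPH for 5 min at room temperature, then incubated with compound for 15 min. After 400 uM selenite was added, NADPH fluorescence (Ex 340/Em 450 nm) was followed for 8 min.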
USP1 inh – Inhibitors of USP1/UAF1: Primary Screen. AID 743255, 2014. Potency, µM (highest dose often 57.1 µM), without a hit: at the highest dose activity change, negative = inhibition, usual class: inhibitors. 0.23% of 390,000 active. recombinant USP1/UAF1, Ub-Rhodamine cleavage fluorescence; also: potency is read from the fitted curve at half-maximal effect; % is scaled to controls: 0 for no effect and ±100 for the full control effect; nearly all actives have a fitted effect of over 60% in size; inactives centre near -12
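USP1/UAF1 complex at 1 nM was preincubated with compound for 15 min at room temperature, then Ub-Rho substrate (150nM final) was added. Fluorescence (480/540 nm) was read kinetically, 6 reads every 60 seconds.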
PI4K2A block – qHTS for small molecular inhibitors of PI4K2A; purified PI4K2A, ADP-Glo luminescence, 1 h; active compounds read low; Phosphatidylinositol 4-kinase type 2-alpha (Homo sapiens), Q9BTU6; activity change, negative = inhibition, % at 76.9 µM; AID 1346378, 2018; 0.13% of 420,000 active; in the data active = activity change below about -50%; inconclusive = mostly about -30% to -49%;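 also: -100% = wells without enzyme as full effect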
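ADP-Glo luminescence measured ADP generated by PI4K2A enzyme (4 ug/mL before mixing) with 1.2 mM PI substrate (pre-mix) and 300 microM ATP (pre-mix). Tris pH7.5 buffer with MgCl2, Triton X-100; 1 h reaction at ambient temperature.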
D2 antagonist – HTS Assay for Allosteric Antagonists of the Human D2 Dopamine Receptor: Primary Screen for Antagonists; HEK293 TREx D2 cells, calcium flux, dopamine EC80; 2% of 340,000 active; AID 485344, 2010; inhibition, % at 10 µM; in the data active = inhibition above about 30%; also: 0% is about no effect
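Read-out: kinetic calcium fluorescence (1 cycle/s) in inducible HEK293 T-REx D2 cells after an EC80 dopamine addition that followed 180 s compound preincubation. Loss of the dopamine response indicates antagonism.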
* = called active by the depositor; ? = inconclusive; . = no result given; & = joins results of further samples; [ ] = another dose, or the depositor's remark. Unless noted, calls follow the shape of the dose curve; as a rule, active = well fitted inhibition curve with a large enough effect; inconclusive = small, poorly fitted or top-dose-only effect; inactive = no such curve, though single readings can be large or run the other way.

SMILES | TRHR agonist | TRHR enhancer | TrxR1 substrate | D2 ag | IDH1 R132H inh | TrxR1 inh | USP1 inh | PI4K2A block | D2 antagonist
Cc1[nH][nH]c(=O)c1C(c1ccc(-c2cccc(C(=O)O)c2)o1)c1c(C)[nH][nH]c1=O | -0.3 | -5.2 | -10.2%[57.1 µM] | 0.4 | 5.6% | -13.9%[57.1 µM] | ? | ? | -5.2
Cc1ccc(C(=O)Nc2ccc3cn[nH]c3c2)cc1S(=O)(=O)N1CCCCC1 | -0.2 | 17.6 | 5.9%[57.1 µM] | 0.5 | 0.1% | 2.1%[57.1 µM] | -6.0% | -3.9 | 16.6
COCCn1c(SCC(=O)Nc2ccc(F)cc2)nc2ccccc2c1=O | -0.5 | -5.6 | -2.5% | 1.5 | 0.3% | 12.5% | -26.0% | 6.3 | 6.1
CC(NC(=O)CN1C(=O)c2cccnc2Oc2ccc(Cl)cc21)c1ccccc1 (stereo unspecified) | -0.7 | -10.4 | 0.7% | -0.8 | -2.9% | 13.8% | -17.0% | 3.1 | .
COc1cccc(-n2ccn(CC(=O)NCCc3ccccc3)c(=O)c2=O)c1 | 1.5 | -3.2 | -0.3% | . | -5.4% | 12.7% | -13.1% | 0.0 | .
CNC(=S)NNC(=O)c1c(C)nc2cc(C)ccn12 | 0.2 | -1.3 | -3.5% | 1.0 | -10.3% | -7.6% | -6.9% | 3.6 | -3.2
COc1ccc(C(C)=O)cc1CSc1nnc(Nc2ccc(C)cc2C)s1 | -0.2 | -2.2 | 3.1%[57.1 µM] | -0.9 | 5.7% | 12.1%[57.1 µM] | -9.5% | -3.8 | 8.7
Cc1ccc(O)c(-c2cc(C(=O)NCc3ccc4c(c3)OCO4)[nH]n2)c1 | -0.6 | -2.2 | 1.5% | -1.9 | 3.5% | 14.4% | -10.8% | 0.0 | -9.3
COc1cc(CC(=O)OCC(=O)NCc2ccc(C)cc2)cc(OC)c1OC | 0.4 | -3.2 | 2.1% | 0.3 | 14.8% | 4.3% | -2.1% | -2.4 | -4.2
O=C(Nc1cccc(F)c1)C1CCCN(S(=O)(=O)c2ccccc2)C1 (stereo unspecified) | 0.6 | 0.2 | -2.4% | 0.7 | 3.3% | 12.9% | -6.8% | -4.2 | -9.7
COC(=O)c1ccc([C@@H]2Nc3c(cccc3C(F)(F)F)[C@@H]3C=CC[C@@H]32)cc1 | -1.6 | -2.1 | 5.5% | -2.1 | 7.7% | 9.9% | -24.6% | 3.4 | .
Cc1csc(=O)n1CC(=O)OC(C)C(=O)Nc1ccc(F)c(F)c1F (stereo unspecified) | 0.2 | 5.1 | -3.6%[57.1 µM] | -0.3 | -2.2% | -0.4%[57.1 µM] | -20.0% | -1.7 | 2.6
COc1ccccc1CNC(=O)[C@H](C)N1C(=O)N2CCc3c([nH]c4ccccc34)[C@@]2(C)C1=O | -0.4 | -2.7 | -10.3% | -1.0 | 1.2% | 0.6% | 16.8% | -3.6 | -16.9
CN(C)CCCNC1CS(=O)(=O)CC1O (stereo unspecified) | 0.6 | -2.8 | -9.4% | 1.1 | -4.3% | -5.5% | 4.9% | -11.8 | -22.8
CC(=O)Nc1ccc(S(=O)(=O)NCCC(=O)N2CCC(Cc3ccccc3)CC2)cc1 | 0.7 | 4.5 | -4.9% | -0.2 | 3.2% | 6.5% | 7.9% | -1.6 | 20.0
N#Cc1nc(Nc2cccc(Cl)c2)c2ncn(C3CCCC3)c2n1 | 0.9&0.8 | 1.3&-2.1 | 44.4%[activator] | . | . | 93.4%[activator] | . | 3.0 | .
Cc1ccc(-n2[nH]c(C)c(/C=N/Nc3ccc([N+](=O)[O-])cc3[N+](=O)[O-])c2=O)cc1C | -0.3 | 0.0 | -15.3% | -0.8 | 2.9% | ? | 3.5% | -12.2 | 7.1
Cn1c(C(=O)N2CCCC(C(=O)NCc3ccccc3)C2)cc2sccc21 (stereo unspecified) | -1.4 | 4.2 | 0.6% | 0.0 | 0.0% | 20.3% | -21.9% | 11.9 | -5.9
Cc1cccc(N2CCN(CC(O)COc3ccccc3)CC2)c1 (stereo unspecified) | . | . | -1.2% | . | -1.4% | -2.7% | -2.4% | -4.8 | .
CCn1c(C2CC(=O)N(c3ccc(C)c(C)c3)C2)nc2ccccc21 (stereo unspecified) | -0.4 | 1.7 | 2.7%[57.1 µM] | 0.6 | -6.0% | 19.9%[57.1 µM] | -3.5% | 1.0 | -1.6
CC(=O)Nc1ccc(NC(=O)COC(=O)c2ccc(S(=O)(=O)N(C)c3ccccc3)cc2)cc1 | . | . | 0.2% | . | -8.4% | 15.4% | 0.6% | 1.7 | .
COc1ccccc1NC(=O)Cn1cnc2c(cnn2-c2ccccc2)c1=O | 0.9 | 3.9 | 4.5% | 0.1 | 3.2% | 19.8% | -20.5% | 10.4 | 4.8
CCCNC(=O)COCc1cc(-c2ccc(F)cc2)on1 | -0.2 | 14.1 | 2.6%[57.1 µM] | -0.4 | -0.7% | 28.7%[57.1 µM] | -6.8% | -22.3 | .
CC(=O)N1C(=O)NC(c2ccccc2)=C([N+](=O)[O-])C1c1ccccc1 (stereo unspecified) | -0.7 | 4.7 | 3.5%[57.1 µM] | . | 0.0% | 4.1%[57.1 µM] | -2.6% | -11.7 | .
CCC(C)Sc1ccc([C@@H]2[C@H]3C(=O)N(CC)C(=O)[C@H]3[C@]3(C(=O)OC)CCCCN23)cc1 (stereo partly specified) | 2.3 | -2.3 | 15.3%[57.1 µM] | . | 10.3% | 9.6%[57.1 µM] | ? | -2.1 | .
COc1ccccc1CNC(=O)C1CCCN(S(=O)(=O)c2ccc3c(c2)C(C)(C)C(=O)N3C)C1 (stereo unspecified) | -1.1 | -6.6 | 4.8% | -0.2 | 22.0% | 20.6% | ? | -1.4 | 2.3
O=C(c1ccccc1)c1ccc(-c2ccc(O)cc2)cc1 | -0.1 | 4.1 | -11.3% | 0.6 | 0.0% | -3.1% | -5.7% | -2.0 | 11.1
Cc1cc(NS(=O)(=O)c2ccc(NC(=O)CSc3nc4sc(C)c(C)c4c(=O)[nH]3)cc2)no1 | -1.5 | -1.4 | -4.4% | -1.4 | 12.2% | 21.1% | -1.2% | -6.5 | -1.1
CCc1cn(C2CC(O)C(CO)O2)c(=O)[nH]c1=O (stereo unspecified) | -0.7 | 0.5 | 1.5% | -2.4 | -12.0% | 7.2% | -18.6% | -10.5 | -6.2
COc1ccccc1CN1CCC(n2nccc2NC(=O)c2ccccc2Cl)CC1 | 0.1 | -7.1 | 6.7% | 0.3 | -0.8% | 20.8% | -23.2% | -2.8 | -2.4

3 entries from above, with values under each structure:
Second line of a record: TRHR agonist, TRHR enhancer, TrxR1 substrate, D2 ag, IDH1 R132H inh, TrxR1 inh, USP1 inh, PI4K2A block, D2 antagonist
CC(=O)Nc1ccc(NC(=O)COC(=O)c2ccc(S(=O)(=O)N(C)c3ccccc3)cc2)cc1
 : ., ., 0.2%, ., -8.4%, 15.4%, 0.6%, 1.7, .
COc1ccccc1NC(=O)Cn1cnc2c(cnn2-c2ccccc2)c1=O
 : 0.9, 3.9, 4.5%, 0.1, 3.2%, 19.8%, -20.5%, 10.4, 4.8
CCCNC(=O)COCc1cc(-c2ccc(F)cc2)on1
 : -0.2, 14.1, 2.6%[57.1 µM], -0.4, -0.7%, 28.7%[57.1 µM], -6.8%, -22.3, .

Next section.
SMILES | TRHR agonist | TRHR enhancer | TrxR1 substrate | D2 ag | IDH1 R132H inh | TrxR1 inh | USP1 inh | PI4K2A block | D2 antagonist
CC(=O)/C(N=Nc1nc2c([nH]1)c(=O)n(C)c(=O)n2C)=C(\C)O | -1.1 | -6.1 | -1.8%[57.1 µM] | 1.1 | 0.8% | -9.6%[57.1 µM] | -5.5% | -15.2 | 0.8
COc1ccc2c(c1)c(CCNNC(=O)C(C)(C)C)c(C)n2C(=O)c1ccc(Cl)cc1 | . | . | -8.4%[57.1 µM] | . | 5.6% | 12.3%[57.1 µM] | -34.1% | 2.5 | .
Cc1cc(-c2nn(-c3ccccc3F)cc2CN2CCCC(CO)C2)c(C)s1 (stereo unspecified) | 0.5 | -6.9 | -0.9% | 0.9 | 7.6% | 6.8% | -20.9% | -2.8 | -17.6
CCCOc1ccc(N2C(=O)CC(NCc3cccs3)C2=O)cc1 (stereo unspecified) | 0.0 | 5.8 | 5.2%[57.1 µM] | -0.1 | 1.5% | 10.8%[57.1 µM] | -17.5% | -5.7 | 1.7
COc1ccc(-c2nc3cccc(C)n3c2NCC2CCCO2)cc1O (stereo unspecified) | -1.0 | 0.4 | 69.3%[activator][57.1 µM] | -0.9 | 12.2% | 11.9%[57.1 µM] | -6.5% | 6.4 | -25.8
Cc1[nH][nH]c(=O)c1C(c1cc(Br)ccc1O)c1c(C)[nH][nH]c1=O | -0.2 | -5.8 | 2.1% | -1.5 | 0.9% | -17.1% | -7.7% | -17.9 | -16.8
Cc1ccc(Cn2c(CCCO)nc3ccccc32)cc1 | -0.2 | -5.8 | 6.2%[57.1 µM] | . | -2.4% | 4.6%[57.1 µM] | -21.2% | -0.4 | .
Cn1ncc(Cl)c(Oc2ccc(Cl)cc2)c1=O | -1.3 | -14.1 | -9.3% | -0.6 | 2.9% | -9.6% | -0.4% | -3.6 | -0.9
